High-throughput results from PubChem BioAssay.
Pol kappa inh: blocks human DNA polymerase kappa activity | Q9UBT6 | purified Pol kappa, fluorescent DNA synthesis assay, 10 min | Potency, µM (doses to about 107 µM), for the others: at the top dose activity, negative = inhibition, most hits filed as inhibitors | 400,000 tested, 0.53% active | AID 588579; note: % is set by controls: 0 for no effect and ±100 for the full control effect
Target sequence (Q9UBT6 whole entry, looked up): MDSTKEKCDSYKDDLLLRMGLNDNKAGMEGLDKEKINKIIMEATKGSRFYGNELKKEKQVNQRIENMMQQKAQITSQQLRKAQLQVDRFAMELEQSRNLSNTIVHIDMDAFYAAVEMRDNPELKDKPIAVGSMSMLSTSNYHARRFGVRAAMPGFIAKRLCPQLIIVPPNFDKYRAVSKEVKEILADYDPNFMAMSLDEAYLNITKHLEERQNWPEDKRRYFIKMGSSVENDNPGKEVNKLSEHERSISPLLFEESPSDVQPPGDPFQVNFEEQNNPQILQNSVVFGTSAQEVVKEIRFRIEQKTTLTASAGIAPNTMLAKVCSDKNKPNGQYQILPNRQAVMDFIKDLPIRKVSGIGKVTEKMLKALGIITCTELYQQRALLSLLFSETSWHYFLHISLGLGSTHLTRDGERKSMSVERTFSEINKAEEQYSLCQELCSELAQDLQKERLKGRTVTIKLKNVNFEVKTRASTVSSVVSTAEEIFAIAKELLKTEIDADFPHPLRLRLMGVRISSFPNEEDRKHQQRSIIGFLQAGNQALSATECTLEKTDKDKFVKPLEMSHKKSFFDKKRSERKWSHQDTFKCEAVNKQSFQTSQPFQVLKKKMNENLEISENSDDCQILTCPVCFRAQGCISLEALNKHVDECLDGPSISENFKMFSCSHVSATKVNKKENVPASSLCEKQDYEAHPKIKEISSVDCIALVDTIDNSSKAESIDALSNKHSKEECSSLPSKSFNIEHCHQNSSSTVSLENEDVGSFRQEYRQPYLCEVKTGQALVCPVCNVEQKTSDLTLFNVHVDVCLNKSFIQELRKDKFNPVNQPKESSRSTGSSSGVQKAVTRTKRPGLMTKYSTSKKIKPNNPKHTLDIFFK
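Here, compound and 10 nM enzyme are combined for 15 min at room temperature; adding 50 nM substrate (final) starts DNA synthesis, tracked by fluorescence at 0 and 10 min against buffer-only wells.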
BLM inh: inhibitors of human Bloom syndrome helicase BLM | 350,000 tested, 0.2% active | recombinant BLM DNA unwinding, fluorescence dequenching | Potency, µM (titrated, usually from 56.1 µM), for inactives: top-dose activity change, negative = inhibition, actives largely listed as inhibitors;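 note: plate controls were vehicle for no effect and no enzyme for full effect; nearly all actives have a fitted effect of over 35% in size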
G9a block: G9a (human) methyltransferase inhibition. G9a H3K9 monomethylation, AlphaScreen, 2 h. Q96KQ7. 350,000 tested, 8.8% active. Potency, µM (highest dose often 102 µM), for inactives: at the highest dose activity, negative = inhibition, most hits filed as inhibitors; note: % is set by controls: 0 for no effect and ±100 for the full control effect; nearly all actives have a fitted effect of over 75% in size
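Compounds were preincubated with 20 nM G9a for 15 min, after which biotinylated H3K9 peptide (500 nM) and SAM (20 uM) started a 2 h room-temperature reaction. Monomethylated product was quantified by antibody-based AlphaScreen chemiluminescence.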
POLI inh: inhibitors of human DNA polymerase iota; Q9UNA4; Pol iota fluorescent replication assay, 10 min; Potency, µM (highest dose often 115 µM), without a hit: at the highest dose activity, negative = inhibition, usual class: inhibitors; 390,000 tested, 1% active; AID 588590
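Fluorescent replication assay read twice, at 0 min and 10 min after adding 50 nM (final) substrate. Enzyme (10 nM) and compounds were first incubated 15 min at room temperature; enzyme-free buffer wells were negative controls.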
BAZ2B block: BAZ2B (human) inhibition | AID 504333 | 360,000 tested, 4.4% active | AlphaScreen BAZ2B-H3K14Ac peptide displacement | Q9UIF8 | Potency, µM (highest dose often 114 µM), for the others: at the top dose activity change, negative = inhibition, most hits filed as inhibitors; note: % is set by controls: 0 for no effect and ±100 for the full control effect; nearly all actives have a fitted effect of over 60% in size
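Protein-peptide AlphaScreen: BAZ2B 50 nM, b-H3K14Ac 50 nM, 1x PBS pH 7.4 + 0.01% Tween-20. Preincubation 30 min RT; cpd 30 min RT (top 110 uM); beads 20 min RT, light-protected.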
POLH inh: inhibitors of human DNA polymerase eta | Potency, µM (highest dose often 114 µM), for the others: at the highest dose activity change, negative = inhibition, actives largely listed as inhibitors | Q9Y253 | 390,000 tested, 1.2% active | recombinant Pol eta, fluorescent DNA replication assay | AID 588591; note: % is set by controls: 0 for no effect and ±100 for the full control effect
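Fluorescent replication assay: 50 nM final substrate added after a 15 min room-temperature compound preincubation with 10 nM enzyme. Signal taken at 0 min and again at 10 min.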
Apoferritin bind: candidate novel general anesthetic via apoferritin binding. P02791. apoferritin/1-aminoanthracene competitive binding, fluorescence. Potency, µM (doses to about 77.5 µM), without a hit: at the top dose activity change, negative = displacement, actives largely listed as inhibitors. 350,000 tested, 0.074% active; note: % is set by controls: 0 for no effect and ±100 for the full control effect; nearly all actives have a fitted effect of over 20% in size
Target sequence (P02791 2-175 limits assumed): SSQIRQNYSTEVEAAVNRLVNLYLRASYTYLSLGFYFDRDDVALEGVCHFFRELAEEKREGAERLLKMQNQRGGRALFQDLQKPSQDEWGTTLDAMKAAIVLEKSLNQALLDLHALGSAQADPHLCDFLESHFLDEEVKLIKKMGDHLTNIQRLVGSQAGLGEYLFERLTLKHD
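Probe: 1-aminoanthracene (50% saturated, PBS). Protein: horse-spleen apoferritin, 10 uM. Incubation: 10 min, room temperature. Detection: 380 nm excitation, 535 nm emission. Analysis: normalized response, four-parameter Hill.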
APE1 inh: APE1 (human) endonuclease inhibition; P27695; recombinant APE1, TAMRA/BHQ-2 abasic DNA cleavage fluorescence; Potency, µM (doses to about 65.8 µM), for the others: at the highest dose activity change, negative = inhibition, most hits filed as inhibitors; 350,000 tested, 0.35% active;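 note: plate controls were vehicle for no effect and reference inhibitor for full effect; nearly all actives have a fitted effect of over 55% in size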
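Compound pre-exposure to 0.75 nM APE1, 15 min at ambient temperature. Reaction initiated with 50 nM TAMRA/BHQ-2 THF substrate, read immediately in kinetic mode, 525 nm excitation, 598 nm emission.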
POLB inh: DNA polymerase beta (human) inhibition. AID 485314. 340,000 tested, 1.3% active. Pol beta primer extension/strand displacement, fluorescence kinetic. Potency, µM (doses to about 114 µM), for inactives: at the highest dose activity change, negative = inhibition, most hits filed as inhibitors; note: % is set by controls: 0 for no effect and ±100 for the full control effect
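Enzyme-only controls used 10 nM Pol beta; buffer lacking enzyme served as negative control. Compound preincubated 15 min, then 50 nM substrate added; 0 and 10 min reads at room temperature.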
* = called active by the depositor; ? = inconclusive; . = not tested or not shown; [ ] = another dose, or the depositor's remark. Calls come from the whole dose curve; as a rule, active = well fitted curve in the direction sought with a large enough effect; inconclusive = small, poorly fitted or top-dose-only effect, or another doubt; inactive = no such curve, though single readings can be large; an effect the other way counts as inactive or inconclusive. Potency is the fitted concentration of half-maximal effect. Not all compounds are listed; rates above refer to the full screens.

1	COc1ccc(NC(=O)CCS(=O)(=O)c2cc3c(cc2C)NC(=O)CO3)cc1Cl
2	Cc1ccc(-c2nc(NCc3ccco3)n(C(=O)c3ccco3)n2)cc1
3	CC(C)(C)NC(=O)C(=O)NCc1ccccn1
4	Cn1cnnc1SCC(=O)c1c(N)n(Cc2ccccc2)c(=O)n(C)c1=O
5	CC(=O)Nc1ccc(N/C=C(\C=O)c2nc3ccccc3o2)cc1
6	Nc1nc(NC(=O)c2ccc(F)cc2)ns1
7	COc1cccc(CNC(=O)CCCn2c(=S)[nH]c3cc4c(cc3c2=O)OCO4)c1
8	COC(=O)c1cccc(NC(=O)Nc2ccc(Cl)cc2Cl)c1

Assay by compound	1	2	3	4	5	6	7	8
Pol kappa inh	0%	-10%	-10%	4%	-17%	0%	-6%	-10%
BLM inh	-3%	-2%	-7%	-3%	-4%	.	-6%	-8%
G9a block	-2%[59 µM]	-3%	5%	0%	-6%	-33%[12.7 µM]	51%[activator]	63%[activator][59 µM]
POLI inh	36%[activator]	176%[activator]	95%[activator]	97%[activator]	12%	13%	-2%	-12%[58.9 µM]
BAZ2B block	-15%	8%	-17%	-6%	2%	-8%	-13%	6%
POLH inh	-10%	-14%	-5%	-16%	-5%	-11%	-19%	-23%
Apoferritin bind	110%[activator]	-4%	-6%	-4%	-6%	.	-8%	-12%
APE1 inh	.	?	-4%	8%	5%	15%	48%[activator]	9%
POLB inh	-11%	0%	-23%	24%	-2%	.	-22%	-1%

9	Cc1cccc(-c2nc3c(C#N)c[nH]n3c2NC2CCCCC2)c1
10	COc1ccccc1CNC(=O)COC(=O)c1cnccn1
11	CCCCn1c(N)c(N(CCOC)C(=O)c2cnccn2)c(=O)[nH]c1=O
12	CCCOC(=O)c1ccc(NC(=O)C2CC(=O)N(c3ccc(C)cc3)C2)cc1 (stereo unspecified)
13	CC(C)OC(=O)Nc1ccc2c(c1)N(C(=O)CCN1CCN(CCO)CC1)c1ccccc1CC2
14	CCn1c(SCC(=O)N2CCC(C)CC2)nc2c1c(=O)n(C)c(=O)n2C
15	COc1ccc(CNC[C@H]2O[C@@H](n3cnc4c(N)ncnc43)[C@H](O)[C@@H]2O)cc1OC
16	C=CCSc1nc(=O)n2ccccc2n1

Assay by compound	9	10	11	12	13	14	15	16
Pol kappa inh	-4%	3%	-2%	-10%[60.1 µM]	-19%	-15%	18%	-3%
BLM inh	-2%	-3%	.	-12%	4%	-1%	.	-4%
G9a block	?	?	7%[59 µM]	5%[59 µM]	8%[0.501 µM]	?	.	25%
POLI inh	80%[activator]	?	5%	6%	58%[activator]	115%[activator]	23%	27%
BAZ2B block	6%	0%	9%	3%	-13%	0%	.	-4%
POLH inh	-11%	-9%	-21%	-2%	3%	2%	-8%	-10%
Apoferritin bind	0%	-7%	.	3%	-2%	-9%	.	2%
APE1 inh	.	12%	5%	.	11%	20%	7%	-2%
POLB inh	-2%	67%	.	?	2%	23%	.	-1%

17	NNC(=O)COc1ccc(C2SCCS2)cc1
18	Cc1ccccc1C(=O)NNC(=O)c1ccncc1
19	Cc1ccc(Nc2nc(N)c([N+](=O)[O-])c(NCc3ccco3)n2)cc1C
20	CCc1ccc(NC(=O)CCC(=O)Nc2nnc(C(C)C)s2)cc1
21	CSc1ccccc1NC(=O)Cc1ccccc1
22	CCOC(=O)c1cc(S(=O)(=O)N2CCN(c3ccc(F)cc3)CC2)[nH]n1
23	Cc1cc(C)cc(C(=O)Nc2nnc(SCC(=O)N3CCCc4ccccc43)s2)c1
24	CO/N=C(\c1ccccc1)c1cccnc1

Assay by compound	17	18	19	20	21	22	23	24
Pol kappa inh	-14%	-6%	5%	-8%	1%	-2%[60.1 µM]	-12%	5%
BLM inh	0%	-3%	?	1%	-5%	-1%	-3%	-4%
G9a block	18%	29%[59 µM]	?	21%	40%	28µM*	-10%[59 µM]	-6%
POLI inh	111%[activator]	123%[activator]	2%	-14%	-29%	-4%	12%	-23%
BAZ2B block	-5%	-25%	?	1%	-2%	?	1%	-1%
POLH inh	13%	-5%	-18%	0%	-15%	-10%	-13%	-16%
Apoferritin bind	-23%	-7%	?	-3%	-21%	38%[activator]	9%	-4%
APE1 inh	-5%	24%	-2%	34%	-3%	.	4%	8%
POLB inh	6%	15%	19%	0%	-8%	1%	-11%	20%

Ordered by the number under G9a block (highest first): 3 from the list above.
no. | SMILES | G9a block
21 | CSc1ccccc1NC(=O)Cc1ccccc1 | 40%
17 | NNC(=O)COc1ccc(C2SCCS2)cc1 | 18%
24 | CO/N=C(\c1ccccc1)c1cccnc1 | -6%

Next section
25	CSc1ccc(CNC(=O)C2CCC(=O)N(Cc3cccc(F)c3)C2)cc1 (stereo unspecified)
26	O=C(Cc1ccccc1)N[C@@H](Cc1ccc(O)cc1)C(=O)O
27	CCN(CC)CCNC(=O)c1ccc2nc(CCc3ccccc3)oc2c1
28	COCCCn1c(SCC(=O)Nc2sc3c(c2C#N)CCCC3)nnc1-c1ccncc1
29	Cc1ccc(NC(=O)CSc2ccc(-c3ccco3)nn2)cc1
30	COc1ccc(CCNC(=O)c2nonc2N)cc1
31	Cn1cnc(S(=O)(=O)N2CCC(C(=O)N3CCN(c4ccc(Cl)cc4)CC3)CC2)c1
32	CC(C)c1ccc(S(=O)(=O)/N=C2/C=CC(=O)c3ccccc32)cc1

Assay by compound	25	26	27	28	29	30	31	32
Pol kappa inh	-12%	.	-1%[60.1 µM]	?	-13%	3%	2%[60.1 µM]	.
BLM inh	2%	-1%	0%	-7%	-11%	6%	0%	-20%
G9a block	.	48%[59 µM]	-3%[59 µM]	?	40µM*	18%[59 µM]	2%[59 µM]	11µM*
POLI inh	16%	.	11%	?	56%[activator]	14%	7%	.
BAZ2B block	-7%	4%	-4%	-5%	-1%	14%	-8%	7.9µM*
POLH inh	-7%	.	-17%	-17%	-8%	-5%	-15%	.
Apoferritin bind	-5%	-2%	?	-17%	-19%	-14%	9%	-22%
APE1 inh	7%	1%	.	1%	-2%	-3%	.	-10%
POLB inh	50%	-25%	16%	-1%	?	39%	28%	2%

33	O=C1C=C(c2cccc(Cl)c2)C[C@@H](c2ccc3c(c2)OCO3)C1
34	COc1cccc(/C=N/NC(=O)c2cccc(N3CCCC3=O)c2)c1
35	COc1ccccc1NC(=O)Nc1ccccc1SC
36	Cc1ccc2c(c1)c1c(n2C)-c2[nH]ncc2CC1
37	CCc1cccc2c(SC(C)C(=O)NCC3CCCO3)nc(-c3ccccc3)nc12 (stereo unspecified)
38	Clc1cccc(-n2ncc3c(NCCCc4ccccc4)ncnc32)c1
39	CC(=O)OC1CC2C(C)(C)C=CC(=O)[C@@]2(C)C2CC[C@@]3(C)C(c4ccoc4)OC(=O)C4OC43[C@]12C (stereo partly specified)
40	Cc1cc(C)c(C)c(OCCCCN(C)Cc2ccccc2)c1
41	Cc1ccc(-c2cn3c(n2)sc2cc(C(=O)NC4CCCCCC4)ccc23)c(C)c1
42	CCOc1cc(C=O)cc(Br)c1OCC(=O)NCCc1ccccc1
43	CCOc1ccccc1NC(=O)c1cccc(NC(=O)c2ccco2)c1

Assay by compound	33	34	35	36	37	38	39	40	41	42	43
Pol kappa inh	-8%	4%	-7%	-15%	-2%	-13%[60.1 µM]	-10%[60.1 µM]	6%	4%	-10%	-20%
BLM inh	.	1%	-3%	-6%	5%	-11%	3%	-1%	-3%	-9%	-6%
G9a block	15%[2.33 µM]	1%[59 µM]	28%	?	21%[59 µM]	45%[activator][59 µM]	-18%[2.33 µM]	10µM*	-1%[59 µM]	8%	16%[59 µM]
POLI inh	18%	?	42%[activator]	16%	6%	6%	.	3%	14%	10%	15%
BAZ2B block	-5%	5%	-5%	45µM*	-2%	4%	.	50µM*	-1%	-3%	2%
POLH inh	-6%	-14%	-3%	-12%	3%	-25%	.	-10%	-1%	-7%	-16%
Apoferritin bind	.	-2%	-11%	-3%	6%	-5%	-6%	-19%	-7%	?	1%
APE1 inh	19%	2%[12.4 µM]	2%	-1%	-2%	.	1%	-6%	.	9%	-5%
POLB inh	.	3%	?	6%	6%	13%	.	0%	20%	6%	4%

Structures listed so far containing a halogen, in the order listed:
1	COc1ccc(NC(=O)CCS(=O)(=O)c2cc3c(cc2C)NC(=O)CO3)cc1Cl
6	Nc1nc(NC(=O)c2ccc(F)cc2)ns1
8	COC(=O)c1cccc(NC(=O)Nc2ccc(Cl)cc2Cl)c1
22	CCOC(=O)c1cc(S(=O)(=O)N2CCN(c3ccc(F)cc3)CC2)[nH]n1
25	CSc1ccc(CNC(=O)C2CCC(=O)N(Cc3cccc(F)c3)C2)cc1 (stereo unspecified)
31	Cn1cnc(S(=O)(=O)N2CCC(C(=O)N3CCN(c4ccc(Cl)cc4)CC3)CC2)c1
33	O=C1C=C(c2cccc(Cl)c2)C[C@@H](c2ccc3c(c2)OCO3)C1
38	Clc1cccc(-n2ncc3c(NCCCc4ccccc4)ncnc32)c1
42	CCOc1cc(C=O)cc(Br)c1OCC(=O)NCCc1ccccc1

Assay by compound	1	6	8	22	25	31	33	38	42
Pol kappa inh	0%	0%	-10%	-2%[60.1 µM]	-12%	2%[60.1 µM]	-8%	-13%[60.1 µM]	-10%
BLM inh	-3%	.	-8%	-1%	2%	0%	.	-11%	-9%
G9a block	-2%[59 µM]	-33%[12.7 µM]	63%[activator][59 µM]	28µM*	.	2%[59 µM]	15%[2.33 µM]	45%[activator][59 µM]	8%
POLI inh	36%[activator]	13%	-12%[58.9 µM]	-4%	16%	7%	18%	6%	10%
BAZ2B block	-15%	-8%	6%	?	-7%	-8%	-5%	4%	-3%
POLH inh	-10%	-11%	-23%	-10%	-7%	-15%	-6%	-25%	-7%
Apoferritin bind	110%[activator]	.	-12%	38%[activator]	-5%	9%	.	-5%	?
APE1 inh	.	15%	9%	.	7%	.	19%	.	9%
POLB inh	-11%	.	-1%	1%	50%	28%	.	13%	6%
